Assay outcomes (PubChem BioAssay)
ABCB6 inh 2: blocks the human ABCB6 transporter; Q9NP58; K562-ABCB6 porphyrin accumulation, flow cytometry, 1 h; active compounds read low; fluorescence ratio to DMSO, % at 10 µM; 0.19% of 360,000 active; AID 602162;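 active = fluorescence ratio to DMSO below 75%, the collection mean minus 3 SD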;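 also: signal is porphyrin accumulated inside mitochondria; 100% equals median channel fluorescence of DMSO control wells; lower ratio means ABCB6 inhibition with less porphyrin fluorescence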
Target sequence (Q9NP58 whole entry, looked up): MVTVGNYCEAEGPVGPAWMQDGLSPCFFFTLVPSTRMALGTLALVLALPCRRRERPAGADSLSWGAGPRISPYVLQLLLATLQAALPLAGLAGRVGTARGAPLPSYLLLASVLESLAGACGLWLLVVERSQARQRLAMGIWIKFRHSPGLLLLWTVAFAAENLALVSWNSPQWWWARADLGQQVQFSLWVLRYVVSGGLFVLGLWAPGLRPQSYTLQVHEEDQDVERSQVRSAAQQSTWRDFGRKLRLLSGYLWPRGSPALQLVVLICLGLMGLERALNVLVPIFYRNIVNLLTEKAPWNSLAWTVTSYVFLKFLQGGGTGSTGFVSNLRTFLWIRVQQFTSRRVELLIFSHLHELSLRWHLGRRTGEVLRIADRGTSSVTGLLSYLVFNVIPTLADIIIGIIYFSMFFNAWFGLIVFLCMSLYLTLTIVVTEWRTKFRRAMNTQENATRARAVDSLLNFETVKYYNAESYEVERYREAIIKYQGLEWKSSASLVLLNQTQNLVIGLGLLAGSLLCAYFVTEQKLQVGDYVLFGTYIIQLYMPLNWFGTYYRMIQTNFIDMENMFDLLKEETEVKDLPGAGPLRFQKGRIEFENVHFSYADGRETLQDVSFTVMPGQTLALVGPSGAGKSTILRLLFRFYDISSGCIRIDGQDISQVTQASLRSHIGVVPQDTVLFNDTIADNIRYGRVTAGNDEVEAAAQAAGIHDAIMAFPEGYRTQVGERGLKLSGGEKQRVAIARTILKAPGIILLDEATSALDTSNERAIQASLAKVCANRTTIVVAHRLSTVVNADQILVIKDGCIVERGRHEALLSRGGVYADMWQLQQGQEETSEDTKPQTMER
MC4R ag barr: human MC4R agonism via beta-arrestin. P32245. U2OS MC4R beta-arrestin complementation, luminescence; percent of melanotan II response, DMSO zero. activation, % at 8.9 µM. 0.98% of 360,000 active;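 active = activation above a per-plate cutoff, the mean activation of sample wells on that plate plus 3 SD, cut at about 8% in these data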
N-glyco inh: blocks N-linked glycosylation in D54 reporter cells. 0.23% of 360,000 active. D54 ERlucT glycosylation luciferase reporter, 24 h; percent of 100 nM tunicamycin response. AID 588692. reporter increase, % at 12.5 µM;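 active = mean luciferase reporter signal, scaled so untreated is 0 and the glycosylation-blocking control 100, at or above a set limit in every replicate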;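 also: luciferase carries N-glycosylation sites so blocking glycosylation raises the light; 0% = median of neutral control wells and 100% = median of 100 nM tunicamycin wells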
TLR9-MyD88 block: inhibitors of human TLR9-MyD88 binding | Q9NR96+Q99836 | CHO BLA complementation TLR9-MyD88, CCF4 FRET ratio | inhibition, % at 4.98 µM | 0.21% of 340,000 active;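 active = inhibition above the mean over all tested compounds plus 3 SD, cut at about 21% in these data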;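 also: 0% = DMSO only wells and 100% = clavulanate BLA inhibitor control wells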
ABHD5 PLIN5 PPI: ABHD5-PLIN5 protein interaction inhibition | Q00G26+Q8WTS1 | Split G. princeps luciferase complementation, luminescence, 4 h | inhibition, % at 4 µM | 0.78% of 360,000 active | AID 602281;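 active = inhibition above the mean inhibition across every tested compound plus 3 SD, cut at about 22% in these data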;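 also: 0% = DMSO only wells and the 100% control is not disclosed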
Cardio protect: myocardial damage modulation in H9c2 cells; H9c2 cardiomyocytes, H2O2 injury protection, ATPLite, 2 h; protection from H2O2 cell death, % at 20 µM; 0.63% of 360,000 active; AID 588492;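 active = compounds giving at least 50% protection of heart cells from peroxide-induced death in the single-dose screen, raw or plate-pattern-corrected value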;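 also: 0% = DMSO wells with peroxide and 100% = DMSO wells without peroxide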
NOD2 RIPK2 PPI: blocks binding of human NOD2 to RIPK2; inhibition, % at 4.98 µM; 0.38% of 360,000 active; CHO BLA complementation NOD2-RIPK2, CCF4 ratio; O43353; in the data active = inhibition above about 21%;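 also: 0% = vehicle only and 100% = reference blocker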
SRC2 inh: inhibits human steroid receptor coactivator 2. Q15596. HEK293 GAL4-SRC2 luciferase reporter, luminescence. inhibition, % at 9 µM. 0.17% of 370,000 active. AID 651957;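 active = inhibition above the mean inhibition of all tested compounds plus 3 SD, set per campaign, cut at about 52% in these data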;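 also: 0% = DMSO treated cells and 100% = cells given Gossypol at 36 µM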
MC4R antag cAMP: human MC4R antagonism in cAMP assay. P32245. MC4R-expressing cells, MTII-stimulated cAMP, LANCE TR-FRET. inhibition, % at 6.5 µM. 0.48% of 360,000 active;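 active = inhibition above its plate's cutoff, the mean of tested wells on that plate plus 3 SD, cut at about 29% in these data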;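 also: 0% = Melanotan II alone and 100% = Melanotan II plus saturating MCL0020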
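Assay system: human MC4R-expressing U2OS cells; reagent: Melanotan II stimulation of cells; dosing: 6.5 µM single dose; timing: compound 30 min, challenge 1 h, detection 1 h; signal: TR-FRET cAMP assay; replicates: one well per compound, no replicates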
HTR2A ag: mouse HTR2A agonism via beta-arrestin recruitment; CHO-K1 mHTR2A beta-arrestin complementation, luminescence; percent of 30 µM serotonin response; activation, % at 7.6 µM; 0.66% of 360,000 active; AID 624169;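 active = activation above a run cutoff, the mean activation of all tested compounds plus 3 SD, cut at about 14% in these data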;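 also: 0% = plate median of compound wells and 100% = 30 µM serotonin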
An asterisk follows results filed as active; . = not tested or not shown.

SMILES,ABCB6 inh 2,MC4R ag barr,MC4R antag cAMP,TLR9-MyD88 block,NOD2 RIPK2 PPI,N-glyco inh,Cardio protect,HTR2A ag,SRC2 inh,ABHD5 PLIN5 PPI
CCOC(=O)c1ccc(NC(=O)CCS(=O)(=O)c2cccc3nonc23)cc1,99.0,-2.2,0.2,1.2,-21.1,-4.4,2.0,-3.1,12.9,1.1
CCC(C)OC1OC(CO)C(O)C(O)C1NC(C)=O (stereo not given),103.0,1.6,-5.5,-3.1,-1.8,3.0,10.3,1.2,9.5,15.5
COc1ccc(/C=C(/NC(=O)c2ccco2)C(=O)NCc2ccco2)cc1OC,97.0,1.6,-1.9,-5.0,-0.7,0.1,-1.2,6.7,-17.2,12.0
COc1ccc(C(=O)N[C@H](C(=O)NCc2ccco2)C(C)C)cc1,101.0,-1.2,13.6,5.3,6.9,0.6,1.4,-3.2,-1.5,-1.3
COc1ccc(Cl)cc1C(=O)OCC(=O)N1CCCC(C)C1 (stereo not given),96.0,-0.3,6.7,-5.5,-12.8,0.0,6.0,0.6,-22.0,7.5
CC1CCN(C(=O)c2cc3ccccc3cc2O)CC1,95.0,-1.5,11.4,-1.9,-2.6,0.7,-3.6,-8.2,0.8,-3.3
CCOc1ccc(CCNC(=O)C2CCN(c3nn4c(=O)cc(C)nc4s3)CC2)cc1,100.0,-1.5,16.1,0.4,2.7,1.2,3.6,3.0,-15.4,-3.7
Cc1ccc(C(=O)N2CCN=C2SCc2ccc([N+](=O)[O-])cc2)cc1C,92.0,0.1,3.2,6.2,-7.6,-1.8,-16.7,-1.6,-14.8,-6.1
CSc1ccc(CNc2nc3ccccc3n3cnnc23)cc1,97.0,1.7,-38.1,-1.0,-4.9,-0.7,-5.3,-0.7,-3.4,-5.7
CN(C)S(=O)(=O)c1ccc(N2CCCC2)c(C(=O)Nc2ccccc2OC(F)F)c1,103.0,0.3,0.2,-0.9,1.9,-0.1,5.7,-1.7,-15.0,-0.6
COc1ccc(OC)c(NC(=O)C2(C)CCN2C(=O)C2(c3ccc(Cl)cc3)CCC2)c1 (stereo not given),101.0,-0.5,3.1,.,-5.3,-2.6,1.5,-4.0,-13.6,-3.7
CC(C)(C)C1CCC(C(=O)OCC(=O)N2CCOCC2)CC1 (stereo not given),103.0,0.5,-0.8,2.0,-10.8,0.8,-8.1,1.1,16.0,-7.0
CCCCn1c(SCC(=O)OC)nc2c1c(=O)n(C)c(=O)n2C,95.0,-0.2,3.1,-0.6,-10.2,-0.1,2.2,4.8,-11.2,0.4
Cc1ccsc1CNC1C2CC3CC(C2)CC1C3 (stereo not given),92.0,-2.3,-1.9,-0.2,-5.8,0.1,-2.0,-1.3,1.5,4.1
CC(C)n1cc(CN2CCC(n3nccc3NC(=O)CCCc3ccccc3)CC2)cn1,100.0,-3.3,4.2,0.1,-10.0,-0.5,2.1,0.3,1.9,-3.8
Cc1cc(C)nc(NC(=O)c2cc(Br)ccc2Cl)n1,99.0,0.4,11.4,6.5,4.2,0.0,-2.1,-0.4,-3.9,-4.5
CN(C)CC(C)(C)CNS(=O)(=O)c1cccc(Cl)c1Cl,103.0,-0.1,-1.6,2.5,-7.8,-2.4,-6.7,6.2,-36.9,7.1
CC(Sc1nnc(-c2ccccc2)c(-c2ccccc2)n1)C(=O)N1CCc2ccccc21 (stereo not given),96.0,1.4,16.6,-0.6,-5.4,-6.5,-2.2,-0.8,-6.3,-1.1
O=C(C[n+]1cc(Br)cc(Br)c1)c1cccc([N+](=O)[O-])c1,103.0,1.0,-3.5,-2.0,16.9,-0.7,-2.2,-1.2,4.2,-0.6
Cc1onc(-c2c(Cl)cccc2Cl)c1C(=O)N1CCCc2ccccc21,97.0,-0.1,10.3,-9.7,-0.2,6.3,5.0,-1.9,-9.2,-3.9
COc1ccc(/C=N/Nc2nc(C)c([N+](=O)[O-])c(N(C)c3ccccc3)n2)cc1OC,101.0,20.3*,2.0,-8.0,-6.7,-0.6,-20.9,2.6,-8.9,0.0
CCCCCn1c(=O)[nH]c2cc(C(=O)NCCCN(C)Cc3ccccc3)ccc2c1=O,100.0,2.2,5.8,6.3,-1.9,-6.9,4.3,-5.4,-5.6,6.9
CN=c1scc(C)n1/N=C/c1ccc(O)cc1,100.0,-0.3,13.2,1.9,2.9,-8.5,-16.5,1.6,-57.6,-0.4
CCCc1cc(=O)[nH]c(NCc2ccc(Cl)cc2)n1,101.0,2.5,2.0,-2.2,-5.6,-1.7,-3.6,-5.5,9.8,6.2
Cc1ccc2c(c1)[C@@H](O)C[C@@H](C)N2N=O,97.0,1.1,2.5,8.6,5.7,1.6,-0.8,2.3,-13.3,5.6
Cc1ccc(Oc2ccc(C=O)cn2)cc1,87.0,-2.1,3.2,-4.3,14.2,-1.3,2.1,-0.4,-18.9,-5.2
CCC1CCCCN1CCCNC(=O)C1CCC(Cn2c(=O)[nH]c3ccccc3c2=O)CC1 (stereo not given),103.0,1.2,0.5,-11.5,-10.7,-1.0,-2.0,1.9,-8.9,-0.7
CC(C)(C)N1CC(C(=O)Nc2ccc(S(N)(=O)=O)cc2)CC1=O (stereo not given),103.0,0.1,9.9,-0.9,-14.0,-0.1,-3.0,4.8,-21.7,-5.0
Cc1cc(NC(=O)C(C)SCC(=O)Nc2cc(C(F)(F)F)ccc2N2CCCCC2)no1 (stereo not given),102.0,5.6,14.2,-6.3,-1.9,-2.0,-7.0,-3.6,14.8,-17.4
COc1ccc(-c2nnn(CC(=O)N(CC(=O)NCCC(C)C)c3ccccc3)n2)cc1OC,110.0,0.7,20.8,-2.8,1.5,-2.1,5.2,0.4,2.0,-2.7
CCc1nnc(NS(=O)(=O)c2ccc(NC(=O)CCC(=O)OC)cc2)s1,96.0,-0.5,8.9,-7.1,-5.3,0.7,8.2,4.3,-1.4,5.7
COc1ccc(NC(=O)c2ccccc2C)cc1,98.0,-1.5,10.6,5.4,-2.8,-6.9,-8.8,1.5,-56.7,-6.0
Cc1onc(-c2c(Cl)cccc2Cl)c1C(=O)NCC1CCCO1 (stereo not given),99.0,-1.8,5.4,9.3,-8.0,1.1,1.4,-2.2,-14.7,-2.6
CCn1nnc2cc(C(=O)Nc3cc(OC)cc(OC)c3)ccc21,99.0,-2.5,7.1,-4.8,-1.9,1.1,-0.4,-8.7,-26.3,-11.2
Clc1ccc(CO/N=C/c2cccs2)cc1,105.0,1.4,1.2,.,-3.6,-0.8,-3.8,-1.4,-3.6,-2.3
O=C(NCCN1CCCc2ccccc21)C1CCC(=O)N(CCc2ccccc2)C1 (stereo not given),98.0,-2.1,12.9,1.9,-6.4,-1.4,7.4,-1.8,2.2,-6.8
Cc1c(C(=O)N2CCN(c3ccccc3)CC2)oc2c(Cl)cccc12,97.0,-2.0,15.7,-8.2,7.3,-0.1,-0.5,-1.7,23.8,-9.8
O=S(=O)(NCC(O)COCc1ccco1)c1cccs1 (stereo not given),92.0,0.4,2.8,3.9,-8.5,2.3,10.0,0.3,2.7,-1.2
CCc1cccc2c(C=C(C#N)C#N)cn(CC(=O)N3CCCC3)c12,92.0,-1.3,3.0,-1.3,-14.1,-0.5,1.3,3.2,11.5,-5.2
O=C(CS(=O)CC(=O)Nc1cnc2ccccc2c1)Nc1ccc(Cl)cc1 (stereo not given),96.0,-2.3,1.8,1.1,-10.4,1.3,-3.1,0.8,7.2,1.4
CCn1ccnc1CN1CCc2c([nH]c3ccccc23)C1C(C)(C)C (stereo not given),101.0,-0.7,-1.5,-4.8,12.4,-3.8,-6.9,-6.7,-5.9,5.2
CCCCC#Cc1ccc(C(=O)NNC(=O)Nc2ccccc2)o1,96.0,5.1,11.1,-5.3,-2.5,-0.2,-5.0,-1.7,-8.5,-3.7
CCOc1ccccc1OCCCC(=O)Nc1ccc(Cl)c(S(=O)(=O)N2CCOCC2)c1,92.0,-0.6,4.9,2.3,2.2,-1.6,-8.6,3.1,-8.4,-12.9
CCOCCCNC(=O)/C(C#N)=C/c1ccc(-c2ccc(S(=O)(=O)N3CCOCC3)cc2)o1,96.0,-2.8,-5.7,-0.4,5.5,-0.4,20.2,-5.9,.,9.1
CCn1c(CNC(=O)c2cccc(C)c2)nnc1SCC(=O)Nc1cccc(OC)c1,89.0,-0.9,-8.1,-3.8,-0.4,-1.7,-7.3,-3.1,12.2,-1.4
Cc1cccn2c(=O)c3cc(C(=O)NCCN4CCOCC4)c(=N)n(Cc4ccc(F)cc4)c3nc12,97.0,-3.6,-5.6,-24.9,-5.9,-19.7,10.3,10.0,13.4,0.1
O=c1c(-c2ccccc2)c(O)c2ccccc2n1-c1ccccc1,95.0,0.4,3.9,-1.5,-5.6,0.7,3.4,10.3,-24.4,-6.9
Cc1ccc(OCc2cc(C(=O)NCc3cc(F)ccc3C)no2)cn1,95.0,-1.0,0.9,8.0,-1.6,0.1,-7.2,2.8,-29.9,-1.2
COc1ccc(C2CC(c3ccc(C)cc3)Nc3ncnn32)cc1 (stereo not given),102.0,1.4,0.5,1.5,-7.6,2.0,3.8,3.1,-0.5,2.9
CCCCCC(O)CCc1n[nH]c(=S)n1-c1ccccc1 (stereo not given),94.0,-2.9,9.4,8.3,6.2,1.3,-3.4,-0.2,25.3,-0.3
O=C(CN1CCOCC1)Nc1ccc2c(c1)CCC2,96.0,-1.8,19.3,3.0,8.6,-0.7,-4.5,-1.8,-42.6,-4.2
Cc1ccc(-n2nc3c(c2NC(=O)CC(C)C)CS(=O)C3)cc1 (stereo not given),92.0,0.5,9.2,6.9,-0.2,1.7,-1.5,0.8,-13.3,-2.7
CCOc1ccc(/C=N/NC(=O)CC(=O)Nc2ccc(Cl)c(Cl)c2)cc1,101.0,1.9,6.1,7.4,0.8,-0.5,-6.2,2.5,-36.4,1.4
Cc1ccc(S(=O)(=O)N2CCN(C(=O)c3ccnn3C)CC2)cc1C,103.0,0.1,3.3,-2.7,-6.2,0.4,1.0,0.8,.,7.6
Cc1cccc(N2CCN(S(=O)(=O)c3ccc4c(c3)n(C)c(=O)c(=O)n4C)CC2C)c1 (stereo not given),97.0,3.5,-4.2,0.0,-7.5,0.8,-10.8,6.9,17.5,-4.4
CCc1nc2ccc(C(=O)O)cc2nc1CC,91.0,0.7,-6.6,10.9,4.7,-0.4,0.9,-3.1,-17.0,-5.5

Only part of the results is shown. The share of hits here may be higher or lower than overall.
